# Source: PubChem BioAssay
# TGFb SMAD3 inh: qHTS for Inhibitors of TGF-b; HepG2 CAGA-GFP TGF-b/SMAD3 reporter, GFP fluorescence, 18 h; TGF-beta stimulated, 500 pg/mL final; Potency, µM (titrated, usually from 46.1 µM), inactives show at the highest dose activity, negative = inhibition, hits mostly inhibitors; 1.2% of 410,000 active; AID 588855, 2011; also: potency is read from the fitted curve at half-maximal effect; % is scaled to controls: 0 for no effect and ±100 for the full control effect; nearly all actives have a fitted effect of over 65% in size
#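 Read-out: total well GFP (ex488/em500-530) summed from mean per-cell fluorescence. Cells: HEPG2 CAGA-GFP, 1% FBS DMEM, 18 h at 37 degrees C with 500 pg/mL final TGF-beta. Unstimulated wells served as the full-inhibition control; stimulated DMSO wells = 0%.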
# EPAC2 agonist: qHTS for Agonist of cAMP-regulated guanine nucleotide exchange factor 4 (EPAC2): primary screen; Rap guanine nucleotide exchange factor 4 (Homo sapiens), Q8WZA2; EPAC2 activation, biochemical qHTS; response scale: 100% = 6.5 mM cAMP response; Potency, µM (top dose mostly 154 µM), without a hit: at the highest dose activation, hits mostly activators; 0.079% of 360,000 active; AID 720711, 2013; also: potency is read from the fitted curve at half-maximal effect; nearly all actives have a fitted effect of over 50% in size
# Target sequence (Q8WZA2 whole entry, looked up): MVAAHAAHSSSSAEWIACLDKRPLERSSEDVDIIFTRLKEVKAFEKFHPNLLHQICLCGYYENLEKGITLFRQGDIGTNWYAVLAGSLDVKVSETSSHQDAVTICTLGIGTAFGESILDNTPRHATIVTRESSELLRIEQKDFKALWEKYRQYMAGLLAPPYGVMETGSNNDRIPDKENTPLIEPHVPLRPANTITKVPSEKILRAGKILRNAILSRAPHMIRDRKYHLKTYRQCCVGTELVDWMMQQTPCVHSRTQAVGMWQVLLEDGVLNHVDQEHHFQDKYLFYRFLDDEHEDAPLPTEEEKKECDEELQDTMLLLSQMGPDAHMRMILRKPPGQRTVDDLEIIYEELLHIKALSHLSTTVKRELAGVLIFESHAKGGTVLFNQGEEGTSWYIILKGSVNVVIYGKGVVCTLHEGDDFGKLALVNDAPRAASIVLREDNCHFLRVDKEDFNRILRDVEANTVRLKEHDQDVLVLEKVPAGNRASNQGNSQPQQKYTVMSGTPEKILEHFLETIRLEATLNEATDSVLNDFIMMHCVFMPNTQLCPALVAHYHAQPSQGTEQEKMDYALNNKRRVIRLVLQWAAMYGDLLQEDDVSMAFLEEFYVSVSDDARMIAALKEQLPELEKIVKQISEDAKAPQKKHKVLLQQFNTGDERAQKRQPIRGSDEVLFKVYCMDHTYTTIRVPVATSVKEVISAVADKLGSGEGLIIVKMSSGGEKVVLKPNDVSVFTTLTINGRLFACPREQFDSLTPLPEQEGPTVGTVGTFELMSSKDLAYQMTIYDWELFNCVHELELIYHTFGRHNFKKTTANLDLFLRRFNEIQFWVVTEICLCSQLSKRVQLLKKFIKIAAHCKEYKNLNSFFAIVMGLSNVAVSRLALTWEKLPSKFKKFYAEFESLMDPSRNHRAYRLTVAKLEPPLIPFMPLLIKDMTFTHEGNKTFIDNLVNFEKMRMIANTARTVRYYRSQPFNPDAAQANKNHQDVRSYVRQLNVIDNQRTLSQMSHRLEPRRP
#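 Nucleotide exchange monitored as fluorescence drop when BODIPY-GDP leaves Rap1B. Reaction: 100 nM EPAC2, 250 nM RAP1B-BODIPY-GDP, 50 uM GDP, room temperature, kinetic read over 30 min. Activity expressed relative to 6.5 mM cAMP.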
# CCT modulator: High-Throughput Screening for Modulators of Cytosolic Chaperonin Activity; purified chaperonin ATPase assay, HTRF ADP detection, 30 min; activity change, % (no concentration beside the values), hits read low; 0.3% of 360,000 active; AID 651819, 2012; in the data active = activity change below about -30%; also: % is scaled to controls: 0 for no effect and ±100 for the full control effect
#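 ATPase activity: ADP formed was measured by HTRF Transcreener (665/615 nm ratio) after 30 min at 37 deg C with 10 uM ATP. Compounds screened at one 76 uM concentration against 40 or 20 nM TRiC in Tris pH 7.4/KCl/MgCl2/DTT buffer.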
# MmCpn inh: Inhibitors of TCP-1 ring complex (TRiC) of Methanococcus maripaludis (MmCpn): qHTS; purified Mm-Cpn ATPase, ADP Transcreener TR-FRET; AID 504842, 2011; Potency, µM (top dose mostly 76.9 µM), without a hit: at the highest dose activity, negative = inhibition, usual class: inhibitors; 0.031% of 330,000 active; Chaperonin Mm-Cpn (Methanococcus maripaludis); also: potency is read from the fitted curve at half-maximal effect; % is scaled to controls: 0 for no effect and ±100 for the full control effect; nearly all actives have a fitted effect of over 80% in size
#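 ATPase read-out: TR-FRET ADP immunoassay (anti-ADP Eu cryptate vs ADP-d2), ex 320 nm, em 590/665 nm; signal drops as ADP forms. Enzyme 25 nM, ATP 10 uM, 30 min at 37°C after 10 min compound preincubation.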
# EPAC2 antag: qHTS for Antagonist of cAMP-regulated guanine nucleotide exchange factor 2 (EPAC2): primary screen | Potency, µM (series often up to 114 µM), for inactives: at the highest dose activity, negative = inhibition, actives largely listed as inhibitors | EPAC2 GEF exchange of Rap1B-BODIPY-GDP, fluorescence | 0.18% of 360,000 active | AID 720708, 2013 | Rap guanine nucleotide exchange factor 4 (Homo sapiens), Q8WZA2; also: potency is read from the fitted curve at half-maximal effect; % is scaled to controls: 0 for no effect and ±100 for the full control effect; nearly all actives have a fitted effect of over 45% in size; many of its hits are not listed in these tables
# pAkt inh: HTS Assay for Inhibitors of Akt Phophorylation: Primary Screen; Neuro2A IGF-stimulated pAkt S473 HTRF, 20 min; active compounds read low; activity change, % for hits at 50 µM; 0.32% of 360,000 active; AID 651550, 2012; in the data active = activity change below about -80%; inconclusive = mostly about -51% to -80%; also: % is scaled to controls: 0 for no effect and ±100 for the full control effect
#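 Neuro2A cells in DMEM with 0.5% FBS, overnight at 37 deg C, given compound at single 50 µM final, then IGF (6 nM final) for 20 min at 37 deg C. Lysed; phospho-Akt Ser473 by HTRF after 24 h, 665/615 ratio.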
# Nrf2 ARE act: qHTS of Nrf2 Activators. AREc32 ARE-luciferase reporter (MCF7-derived line), luminescence, 24 h. Potency, µM (series often up to 46.1 µM), for inactives: at the top dose activation, most hits filed as activators. 0.31% of 410,000 active. AID 624171, 2012; also: potency is read from the fitted curve at half-maximal effect; % of control where 0% means no effect; nearly all actives have a fitted effect of over 65% in size
#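 Steps: seed AREc32_Fluc cells (1000/well, 5% FBS OPTI-MEM); incubate overnight at 37 deg C; add 23 nL compound; incubate 24 hr; add Steady-Glo; hold 30 min RT; read luminescence.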
# A549 viability: Nrf2 qHTS screen for inhibitors: counterscreen for cytotoxicity; A549 ARE-Fluc cells, CellTiter-Fluor viability, 18-24 h; 0.16% of 390,000 active; Potency, µM (highest dose often 46 µM), inactives show at the highest dose activity change, negative = cytotoxicity, usual class: inhibitors; also: potency is read from the fitted curve at half-maximal effect; % is scaled to controls: 0 for no effect and ±100 for the full control effect
#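 Cytotoxicity counterscreen: CellTiter-Fluor fluorescence was measured in A549 ARE_Fluc cells after 18-24 h of compound exposure in a concentration series. The subsequent BugLite luminescent read reports ARE-luciferase activity.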
# Nrf2 block: Nrf2 qHTS screen for inhibitors. AID 504444, 2011. Potency, µM (highest dose often 46 µM), for the others: at the highest dose activity change, negative = inhibition, actives largely listed as inhibitors. 2.1% of 360,000 active. A549 ARE-Fluc reporter, luciferase luminescence, 18-24 h; also: potency is read from the fitted curve at half-maximal effect; % is scaled to controls: 0 for no effect and ±100 for the full control effect; nearly all actives have a fitted effect of over 60% in size
#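 Two sequential reads on A549 ARE_Fluc cells exposed to compound for 18-24 h: a CellTiter-Fluor fluorescence read for viability, then a luciferase luminescence read for Nrf2/ARE activity.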
# An asterisk follows results filed as active; i = inactive; ? = inconclusive; nt = not tested or not shown; [ ] = another dose, or the depositor's remark. Unless noted, calls follow the shape of the dose curve; as a rule, active = well fitted curve in the direction sought with a large enough effect; inconclusive = small, poorly fitted or top-dose-only effect, or another doubt; inactive = no such curve, though single readings can be large; an effect the other way counts as inactive or inconclusive.
SMILES,TGFb SMAD3 inh,EPAC2 agonist,CCT modulator,MmCpn inh,EPAC2 antag,pAkt inh,Nrf2 ARE act,A549 viability,Nrf2 block
O=C(CS(=O)(=O)c1c[nH]c2ccccc12)Nc1ccc2c(c1)OCCO2,2%,12%,-0.9,1%,-2%,i,4.7%,-3%,?
C[C@@H]1CCC[C@@]2(O[C@@H](CCO)C[C@H](O)[C@H]2O)O1,-13%,2%,0.3,nt,10%,i,-1.5%,3%,-7%
Cc1cccc(-n2c(SCC(N)=O)nc3c(c2=O)C2(CCCC2)Cc2ccccc2-3)c1,?,21%,-1.6,-4%,-2%,i,3.4%,-14%,?
Clc1cccc(OCCN2CCOCC2)c1,0%,11%,-0.4,-1%,2%,i,0.5%,-8%,0%
CC(C)C(=O)Nc1nnc(CSCc2ccccc2F)s1,-3%,3%,-0.6,-2%,-1%,i,2.6%,0%,11%
c1ccc2c(SCc3cn4ccccc4n3)nncc2c1,8%,1%,-1.5,2%,2%,i,7.8%,-14%,?
COc1ccc(C(=O)Nc2c(O)ccc3ccccc23)cc1,-29%,2%,-1.2,nt,19%,i,8.1%,-17%,-1%
CCOc1cc(NC(=S)NCc2ccco2)c(OCC)cc1NC(=O)CC,?,-8%,-1.2,0%,11%,i,0.1%[9.22 µM],-4%,2%
COc1ccc2c(c1)CCc1c(C(=O)Nc3ccccc3C(F)(F)F)noc1-2,4%,nt,nt,nt,nt,nt,5.8%,3%,?
CCCC(=O)Nc1ccc(C(=O)NCCCn2ccnc2)cc1,14%,2%,-1.0,5%,-7%,i,-0.5%,19%,3%
CC(C)CC1(C(=O)O)NC(c2ccccc2O)C2C(=O)N(C(C)C)C(=O)C21 (stereo not drawn),6%,4%,0.4,3%,-9%,i,-1.9%,-3%,-23%
COC(=O)c1cccc(NC(=O)CSc2nc3cccnc3n2C)c1,-11%,-6%,-1.7,-1%,-3%,i,0.3%,-25%,?
COc1ccc(-c2cc3c(=O)n(CC(=O)Nc4cccc(Cl)c4)nc(C)n3n2)cc1,-12%,7%,-0.8,1%,0%,i,-0.5%,0%,-25%
CCOC(=O)c1ccc(N(CC(=O)NC2CCCC2)C(=O)CNC(=O)c2ccco2)cc1,-12%,6%,0.0,1%,19%,i,0.2%,-5%,3%
CC1(C(=O)Nc2ccc(Cl)c(C(F)(F)F)c2)Cc2c(-c3ccccc3)ccnc2O1 (stereo not drawn),?,17%,0.2,nt,-9%,i,4.0%,nt,nt

# 4 compounds already listed, sorted by the value under TGFb SMAD3 inh, rising:
Molecule	TGFb SMAD3 inh
COc1ccc(-c2cc3c(=O)n(CC(=O)Nc4cccc(Cl)c4)nc(C)n3n2)cc1	-12%
COC(=O)c1cccc(NC(=O)CSc2nc3cccnc3n2C)c1	-11%
CC(C)CC1(C(=O)O)NC(c2ccccc2O)C2C(=O)N(C(C)C)C(=O)C21 (stereo not drawn)	6%
c1ccc2c(SCc3cn4ccccc4n3)nncc2c1	8%

# (more compounds)
SMILES,TGFb SMAD3 inh,EPAC2 agonist,CCT modulator,MmCpn inh,EPAC2 antag,pAkt inh,Nrf2 ARE act,A549 viability,Nrf2 block
CC[C@@H]1C/C=C\Cc2ccccc2[C@H](C(=O)C[C@H](O)CC(C)=O)OC1=O,-9%,2%,-0.9,2%,2%,i,3.0%,7%,20%
COc1ccc(CCNC(=O)c2cnn3cccnc23)cc1OC,16%,10%,-3.0,-3%,0%,i,0.0%,9%,nt
COc1ccc(CC(=O)Nc2cccc(/C(C)=N/NC(=O)C3(C)CC3(Br)Br)c2)cc1 (stereo not drawn),-24%,17%,-0.5,0%,-3%,i,-0.5%,-16%,?
O=C1CS/C(=C/C(=O)c2cccc(Cl)c2)N1,4%,2%,0.1,-4%,4%,i,5.5%,-5%,4%
CCOc1ccc(C(=O)CCC(=O)N2CCN(S(=O)(=O)c3cccc(F)c3)CC2)cc1,-20%,6%,-49*,-1%,?,i,-0.3%,5%,-17%
Cc1cccnc1NC(=O)CNC(=O)C12CC3CC(CC(C3)C1)C2,-19%,5%,-2.0,0%,9%,i,0.2%,-7%,10%
CCn1nc(C(=O)NNS(=O)(=O)c2ccc(C)cc2)c2ccccc2c1=O,18%,3%,0.5,2%,-1%,i,-1.1%,-2%,?
O=C(Cn1c(=O)n(Cc2cccs2)c(=O)c2cccnc21)Nc1ccccc1F,-15%,nt,nt,nt,nt,nt,-1.2%,0%,8%
Cc1ccc2nc(NC(=O)CN3CCN(c4ccccn4)CC3)sc2c1,2%,0%,0.5,0%,10%,i,-0.3%,16%,16%
COc1ccc(N2CCN(C(=O)c3cc4c(s3)CCCCC4)CC2)cc1,?,15%,0.9,1%,-11%,i,5.4%,-1%,?
Cc1ccc(-c2nn(-c3ccccc3)cc2C2SCC(=O)N2Cc2ccccc2)o1 (stereo not drawn),?,25%,-2.1,?,1%,i,3.0%,0%,?
CCOCCCNC(=O)C(c1ccc(C)cc1)N(Cc1cccs1)C(=O)c1ccccc1O (stereo not drawn),17%,3%,0.1,1%,-15%,i,2.8%,?,?
Cc1ccc(CCNC(=O)c2ccc3c(c2)N(Cc2ccccc2)C(=O)c2ccccc2S3=O)cc1 (stereo not drawn),6%,nt,nt,nt,nt,nt,-0.3%,-7%,-5%
CC12CCC(C(N)C1=O)C2(C)C (stereo not drawn),-8%,4%,-2.7,nt,1%,i,0.3%,13%,-4%
O=C(Cn1c(=O)nc(-c2ccccc2)c2cc(Cl)ccc21)NCc1ccc(Cl)cc1,?,nt,nt,nt,nt,nt,0.3%,-28%,?
CCCC(CCC)C(=O)Nc1cccc(-c2cn3c(n2)SCC3)c1,8%,1%,-2.3,-2%,-5%,nt,-0.6%,-2%,-5%
CC(C)N1CC(COc2ccc(Cl)cc2Cl)OC1=O (stereo not drawn),-9%,8%,-3.2,0%,1%,i,0.0%,0%,-1%
CCOc1ccc(CCNC(=O)C2CCN(c3ncnc4c3nc3n4CCCCC3)CC2)cc1,-2%,nt,nt,nt,nt,nt,-0.5%,3%,-7%
CCOc1ccc(/C=C/c2nc(C#N)c(N3CCCCCC3)o2)cc1,-4%,nt,nt,nt,nt,nt,3.0%,12%,12%
COCCNC(=O)c1ccccc1NS(=O)(=O)c1ccc(C)c([N+](=O)[O-])c1,1%,-2%,1.3,-1%,1%,i,-0.1%,0%,6%
COCCCNC(=O)c1cccc2c(-c3cccc(C(N)=O)c3)coc12,4%,0%,-1.5,nt,4%,i,20%,nt,nt
Cc1ccc(NC(=O)c2cc(S(=O)(=O)N(C)C)ccc2N2CCCC2)cc1F,10µM*,7%,-0.5,0%,-4%,i,-0.6%,-5%,11%
CN(C)CCCNC(=S)N1CCC(c2nc3ccccc3[nH]2)CC1,-19%,10%,-0.8,1%,1%,i,-0.3%,13%,4%
CN(C)c1ccc(C(=O)Nc2ccc(S(=O)(=O)NC3=NCCCCC3)cc2)cc1,-10%,-9%,1.9,-9%,8%,i,0.3%,-10%,-24%
CN(C(=O)Cn1c(=O)n(CCC(=O)NCc2ccc3c(c2)OCO3)c(=O)c2sccc21)c1ccccc1,-7%,nt,nt,nt,nt,nt,-0.4%,-6%,-5%
NC(=O)C1CC=CCC1C(=O)OCC(Cl)=C(Cl)Cl (stereo not drawn),1%,1%,-0.1,3%,10%,i,0.2%,-6%,-16%
CC(=O)NCCSCCNC(C)=O,2%,6%,0.4,0%,23%,i,-0.8%,-3%,13%
COc1cc2c(cc1OC)C(C)N(C(=O)C1=NN(c3cccc(C)c3)C(=O)CC1)CC2 (stereo not drawn),1%,2%,0.4,0%,-4%,i,-0.2%,-4%,-4%
Cc1cnc(NC(=O)CSc2nnc(-c3ccc(Cl)cc3Cl)n2N)s1,?,9%,-2.9,-1%,5%,i,0.6%,-2%,nt
Cc1ccn2cc(-c3cccc(NC(=O)C(C)C)c3)nc2c1,-18%,14%,-0.4,0%,-5%,i,0.2%,0%,11%

# Two compounds picked at random from the list so far:
SMILES,TGFb SMAD3 inh,EPAC2 agonist,CCT modulator,MmCpn inh,EPAC2 antag,pAkt inh,Nrf2 ARE act,A549 viability,Nrf2 block
COc1cc2c(cc1OC)C(C)N(C(=O)C1=NN(c3cccc(C)c3)C(=O)CC1)CC2 (stereo not drawn),1%,2%,0.4,0%,-4%,i,-0.2%,-4%,-4%
COCCNC(=O)c1ccccc1NS(=O)(=O)c1ccc(C)c([N+](=O)[O-])c1,1%,-2%,1.3,-1%,1%,i,-0.1%,0%,6%

# New compounds follow.
SMILES,TGFb SMAD3 inh,EPAC2 agonist,CCT modulator,MmCpn inh,EPAC2 antag,pAkt inh,Nrf2 ARE act,A549 viability,Nrf2 block
O=C(O)c1ccccc1-c1ccccc1C(=O)NCc1ccccc1Cl,-4%,11%,-1.0,2%,5%,i,-0.3%,10%,12%
COc1ccc(S(=O)(=O)N2CCN(Cc3ccc4c(c3)OCO4)CC2)cc1F,-25%,8%,-0.6,2%,-9%,i,0.3%,11%,?
NC(=O)c1cnn(Cc2ccc(Cl)cc2)c1N,-2%,2%,0.8,2%,6%[57.1 µM],i,0.0%,10%,-1%
CC1CCN(C(=O)CCc2ccc(Oc3cc([N+](=O)[O-])cc([N+](=O)[O-])c3)cc2)CC1,?,11%,-2.2,0%,-12%,i,6.3%,14%,8%

# A portion of the library (hit frequency here may not be typical).
